hgDAF-12 ag = agonists of H. glycines DAF-12 nuclear receptor; 1.8% of 370,000 active; HEK293 GAL4-hgDAF12 UAS-luciferase reporter, agonist luminescence; normalized to butyrate control; activation, % at 6.8 µM;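 active = activation above a cutoff set at the mean of all screened compounds plus 3 SD, cut at about 10% in these data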;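 note: 0% = DMSO wells and 100% = sodium butyrate wells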
NPR1 activator = GC-A (human) enzyme activation; P16066; 0.14% of 370,000 active; HEK293 GC-A cells, cGMP TR-FRET, EC30 ANP; 0% at EC30 ANP, 100% saturating ANP; activation, % at 10 µM; in the data active = activation above about 40%
sPLA2-III inh = Inhibits HGIII-sPLA2 liposome hydrolysis, primary screen; Q9NZ20; QFRET BODIPY PC-A2 liposome hydrolysis, fluorescence; inhibition, % at 12.2 µM; 0.56% of 370,000 active; AID 743126;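 active = inhibition above mean plus 3 SD of compounds lying within the high and low control bounds, cut at about 19% in these data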;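 note: 0% = median of test compound wells and 100% = no enzyme DMSO wells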
Target sequence (Q9NZ20 whole entry, looked up): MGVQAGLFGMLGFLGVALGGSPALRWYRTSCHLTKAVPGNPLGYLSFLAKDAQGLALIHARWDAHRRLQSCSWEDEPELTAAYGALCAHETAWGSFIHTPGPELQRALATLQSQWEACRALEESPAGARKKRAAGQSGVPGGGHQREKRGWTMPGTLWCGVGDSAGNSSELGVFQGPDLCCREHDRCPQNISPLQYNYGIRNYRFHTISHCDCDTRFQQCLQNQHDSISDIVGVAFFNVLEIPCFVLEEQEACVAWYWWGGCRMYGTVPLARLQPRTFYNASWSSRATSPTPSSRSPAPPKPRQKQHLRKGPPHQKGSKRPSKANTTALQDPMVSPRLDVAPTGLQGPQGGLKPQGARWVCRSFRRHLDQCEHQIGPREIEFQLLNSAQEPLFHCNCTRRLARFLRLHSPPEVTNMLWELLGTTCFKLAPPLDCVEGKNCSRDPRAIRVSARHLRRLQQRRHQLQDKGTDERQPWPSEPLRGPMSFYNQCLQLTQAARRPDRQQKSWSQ
DAX1 inh-1 = inhibits human nuclear receptor DAX1; inhibition, % at 6.75 µM; P51843; AID 504766; 0.99% of 340,000 active; HEK293 Gal4-DAX1 luciferase reporter, luminescence;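 active = inhibition above the mean over all tested compounds plus 3 SD, cut at about 4.2% in these data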;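 note: 0% = DAX1-transfected cells with DMSO and 100% = empty-vector control cells with DMSO; inhibition shows as a rise in luminescence from relieved DAX1 repression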
Target sequence (P51843 207-470 limits assumed): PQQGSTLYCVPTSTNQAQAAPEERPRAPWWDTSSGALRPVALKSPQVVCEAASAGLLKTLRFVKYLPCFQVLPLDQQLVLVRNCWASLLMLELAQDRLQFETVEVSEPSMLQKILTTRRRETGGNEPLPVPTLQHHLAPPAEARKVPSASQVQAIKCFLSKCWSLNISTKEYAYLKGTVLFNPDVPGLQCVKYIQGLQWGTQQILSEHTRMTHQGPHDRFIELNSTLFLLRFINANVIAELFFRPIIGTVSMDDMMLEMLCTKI
NPR2 activator = GC-B (human) receptor activation. HEK293-GC-B cells, CNP EC30, cGMP TR-FRET; 0% at EC30 CNP, 100% saturating CNP. AID 1920062. 0.11% of 370,000 active. activation, % at 10 µM;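 active = activation at 10 µM reaching about 35% in either raw or pattern-adjusted values, limit read from the data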
ssDAF-12 act = S. stercoralis DAF-12 activation, primary screen; activation, % at 6.8 µM; HEK293 ssDAF-12/GRIP1 lit1-tk-luc reporter, luminescence; % of 3 µM dafachronic acid response; 1% of 370,000 active;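 active = activation above the mean over all tested compounds plus 3 SD, cut at about 0.9% in these data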;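 note: 0% = DMSO-only wells and 100% = 3 µM delta7-dafachronic acid wells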
DAX1 inh-2 = blocks DAX1 repression of SF-1 activated StAR promoter; HEK293T StAR-luciferase reporter, SF-1/DAX-1 repression relief; inhibition, % at 6.8 µM; 1.1% of 370,000 active; AID 652010;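 active = inhibition above the mean over all tested compounds plus 3 SD, cut at about 3.6% in these data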;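 note: 0% = DAX-1 cells with DMSO and 100% = cells lacking DAX-1 with DMSO; higher inhibition means more luminescence from relief of DAX-1 repression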
ADAM10 inh = inhibitors of human ADAM10; inhibition, % at 7 µM; O14672; recombinant ADAM10, EDANS/DABCYL FRET peptide cleavage, 3 h; AID 720582; 0.62% of 370,000 active;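 active = inhibition above a per-campaign cutoff equal to the mean of compounds falling between control-based bounds plus 3 SD, cut at about 20% in these data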;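 note: 0% = DMSO wells while the 100% control is not disclosed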
hcDAF-12 act = H. contortus DAF-12 activation, primary screen; 1.4% of 370,000 active; AID 652067; activation, % at 6.8 µM; HEK293 hcDAF-12 lit1-tk-luc reporter, luminescence; 0% DMSO, 100% Δ7-dafachronic acid;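 active = activation above the mean of all tested compounds plus 3 SD, cut at about 5.5% in these data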;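 note: 100% = response to 3 µM Δ7-dafachronic acid high control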
SMARCA2 activ = increases SMARCA2 function in MMTV reporter cells. 1% of 370,000 active. MG213 cells, MMTV-luciferase reporter, dexamethasone, overnight. activation, % at 9.1 µM; in the data active = activation above about 7.8%;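 note: 0% = vehicle wells and 100% = reference activator wells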
FXN GAA850 act = activators of GAA850 frataxin (FXN) promoter | HEK293 lucGAA850 FXN promoter luciferase reporter, 24 h; percent of 10 µM SAHA response | activation, % at 6 µM | 0.56% of 360,000 active | AID 540364;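 active = activation above the average of all compounds screened plus 3 SD, cutoff fixed separately per campaign, cut at about 7.5% in these data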;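 note: 0% = DMSO wells and 100% = 10 µM SAHA wells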
* marks the source's active call; other numbers are inactive results; i = inactive; . = no result given. An unsorted share of the library; any-hit rate near 6.6%.

SMILES	hgDAF-12 ag	NPR1 activator	sPLA2-III inh	DAX1 inh-1	NPR2 activator	ssDAF-12 act	DAX1 inh-2	ADAM10 inh	hcDAF-12 act	SMARCA2 activ	FXN GAA850 act
COC(=O)[C@]12C[C@H](CC(=O)NCc3cccc(C(F)(F)F)c3)C(=O)N(Cc3ccc(Cl)cc3Cl)C1=C[C@H](C(C)(C)C)O[C@@H]2C	1.1	-3	-2	.	-2	-1.3	-0.8	2	-3.2	-2	.
CCOC(=O)c1ccc(COc2ccc(C(C)C)cc2)o1	9.9	-1	4	1.8	-1	0.0	3.6	-1	1.8	10*	6.8
COc1cc(C(=O)Nc2ccc(S(=O)(=O)NC(C)C)cc2)cc(OC)c1OC	3.0	3	-21	0.4	6	-1.3	-0.3	-3	-1.7	-1	1.9
O=C(Nc1nc(-c2cccnc2)cs1)c1ccc(S(=O)(=O)N2CCOCC2)cc1	-3.0	0	5	0.3	-3	-0.3	-0.1	13	-0.9	-3	1.0
COc1ccc(S(=O)(=O)N2CCOCC2)cc1NC(=O)c1ccc(=O)[nH]c1	-3.9	0	0	1.4	-5	-0.9	0.2	-3	-2.2	-2	0.3
CNC(=O)CN1C(=O)c2ccccc2S1(=O)=O	2.1	2	5	-0.4	0	-1.3	-0.4	-12	-0.6	-1	-1.3
CCN(CC)CCN(C(=O)c1ccc(S(=O)(=O)N(C)C2CCCCC2)cc1)c1nc2c(C)cccc2s1	0.7	2	-3	0.2	-2	-1.5	-0.3	-20	-2.2	-1	-2.7
C#CCN(C[C@@H]1[C@@H](OC(=O)NCCCCCC)[C@@H](OC(=O)NCCCCCC)Cn2c(=O)n(CCCCCC)c(=O)n21)S(=O)(=O)c1ccc(C)cc1	1.8	3	0	0.3	5	-1.2	1.4	-16	-0.3	1	-0.1
Cc1noc(C)c1CCC(=O)N1CCCC(CCC(=O)NCc2ccc(F)c(F)c2)C1 (centres undefined)	-2.0	0	-3	-0.8	-1	-0.9	0.1	-6	-0.3	0	0.0
Fc1ccc2c(c1)[C@H]1OCC[C@H]1[C@@H](c1ccco1)N2	3.0	3	-2	1.6	-2	0.1	-1.2	i	-0.1	3	-0.7
Cc1cccc(C)c1OCc1cc(C(=O)NC2CCC2)no1	2.3	0	-2	0.9	0	-1.3	1.2	-2	0.6	1	1.1
CCc1nc(C)cc(N)c1OCc1ccccc1	3.0	3	9	0.2	8	-1.9	-0.7	2	-1.4	-2	1.6
Cc1cc(C)c(NC(=O)CSc2ccc(-c3ccccn3)nn2)c(C)c1	0.3	-2	4	0.4	9	-1.0	0.2	2	-2.7	0	0.5
COC(=O)c1cc2sccc2n1Cc1nc(-c2ccc(OC)cc2)oc1C	-2.0	1	2	2.2	-7	-1.2	-0.5	11	0.3	2	-0.1
COCC1CCCN(C(=O)c2cc(COc3cccc4cccnc34)on2)C1 (centres undefined)	-4.0	0	1	1.2	5	-1.2	0.5	-32	1.5	-4	0.2

An excerpt from above in order of count of non-hydrogen atoms, low to high.
SMILES	hgDAF-12 ag	NPR1 activator	sPLA2-III inh	DAX1 inh-1	NPR2 activator	ssDAF-12 act	DAX1 inh-2	ADAM10 inh	hcDAF-12 act	SMARCA2 activ	FXN GAA850 act
CCc1nc(C)cc(N)c1OCc1ccccc1	3.0	3	9	0.2	8	-1.9	-0.7	2	-1.4	-2	1.6
COC(=O)c1cc2sccc2n1Cc1nc(-c2ccc(OC)cc2)oc1C	-2.0	1	2	2.2	-7	-1.2	-0.5	11	0.3	2	-0.1
COCC1CCCN(C(=O)c2cc(COc3cccc4cccnc34)on2)C1 (centres undefined)	-4.0	0	1	1.2	5	-1.2	0.5	-32	1.5	-4	0.2
O=C(Nc1nc(-c2cccnc2)cs1)c1ccc(S(=O)(=O)N2CCOCC2)cc1	-3.0	0	5	0.3	-3	-0.3	-0.1	13	-0.9	-3	1.0
Cc1noc(C)c1CCC(=O)N1CCCC(CCC(=O)NCc2ccc(F)c(F)c2)C1 (centres undefined)	-2.0	0	-3	-0.8	-1	-0.9	0.1	-6	-0.3	0	0.0
C#CCN(C[C@@H]1[C@@H](OC(=O)NCCCCCC)[C@@H](OC(=O)NCCCCCC)Cn2c(=O)n(CCCCCC)c(=O)n21)S(=O)(=O)c1ccc(C)cc1	1.8	3	0	0.3	5	-1.2	1.4	-16	-0.3	1	-0.1

Going on with the list:
SMILES	hgDAF-12 ag	NPR1 activator	sPLA2-III inh	DAX1 inh-1	NPR2 activator	ssDAF-12 act	DAX1 inh-2	ADAM10 inh	hcDAF-12 act	SMARCA2 activ	FXN GAA850 act
O=C(NCCc1csc(-c2cccnc2)n1)c1cccc2ccccc12	-1.0	-3	1	-0.4	-9	-1.7	-1.1	-13	-1.2	0	0.2
COc1ccc(NC(=O)COc2ccc(N(C)S(=O)(=O)c3ccc(Cl)cc3)cc2)cc1OC	-9.2	-1	-14	-2.2	-2	-2.1	-7.7	9	-4.3	-4	-3.8
CCOC(=O)C1=C[C@@H](C(C)(C)C)N(S(=O)(=O)c2ccc(C)cc2)[C@H]1c1ccc(OC)cc1	0.8	-6	-6	.	2	-1.5	-1.8	-9	-1.7	-7	.
O=C(CSc1oc(-c2ccc(F)cc2)nc1S(=O)(=O)c1ccccc1)NCC1CCCO1 (centres undefined)	-0.1	0	0	0.9	-2	-1.3	-0.5	2	0.2	8.2*	-1.8
C=CCOc1ccc(C2=NOC(C(=O)Nc3ccc4c(c3)OCCO4)C2)cc1OC (centres undefined)	-3.7	-1	-3	0.3	-13	-1.9	-0.9	11	-3.4	-5	-2.1
O=C1[C@@H]2CSCN2C(=O)CN1Cc1cccc(C(F)(F)F)c1	-1.1	1	-3	1.5	1	-0.9	0.1	1	-2.2	-1	-0.2
COC(=O)c1sc(NC(=O)c2ccco2)nc1C	-0.5	-4	-5	2.0	-3	-1.6	0.4	6	-0.9	1	0.9
O=c1c2ccccc2n2cnnc2n1-c1ccccc1	-1.6	-4	2	0.5	-1	-1.6	0.6	-16	-1.8	-2	0.1
CCNc1nc(C#N)nc2c1ncn2-c1cc(F)cc(F)c1	-3.3	6	-2	-0.5	5	-1.4	-0.7	-14	-1.1	1	-1.1
O=C(Cc1cccc(F)c1)N1CCCC(CO)(Cc2ccc(F)cc2F)C1 (centres undefined)	-1.7	-1	-7	1.7	-5	-1.0	-0.2	4	0.1	-2	3.0
O=C1N[C@@H](Cc2ccccc2)C(=O)N2CCC[C@@H]12	0.2	4	1	0.5	2	-0.6	0.3	-6	-0.1	-2	0.5
Cc1ccc(SCC(=O)n2nc(C)cc2C)cc1	1.7	1	8	0.3	-2	-0.9	-0.4	2	2.1	-3	0.9
COc1cc2c(cc1OC)C(c1ccccc1)=NCC2	-0.5	11	27*	-1.5	6	-0.9	-0.7	-8	7.8*	-1	4.1
O=C(COc1ccccc1C(=O)Nc1ccccc1)c1ccc(F)cc1	-0.5	2	1	0.6	-5	-2.3	-1.3	1	0.5	-1	-0.4
Nc1ncncc1-c1ccccc1Cl	0.1	5	8	1.4	5	-1.4	-0.8	-23	-1.0	-4	3.2

Structures listed so far with a Cl atom (3):
SMILES	hgDAF-12 ag	NPR1 activator	sPLA2-III inh	DAX1 inh-1	NPR2 activator	ssDAF-12 act	DAX1 inh-2	ADAM10 inh	hcDAF-12 act	SMARCA2 activ	FXN GAA850 act
COC(=O)[C@]12C[C@H](CC(=O)NCc3cccc(C(F)(F)F)c3)C(=O)N(Cc3ccc(Cl)cc3Cl)C1=C[C@H](C(C)(C)C)O[C@@H]2C	1.1	-3	-2	.	-2	-1.3	-0.8	2	-3.2	-2	.
COc1ccc(NC(=O)COc2ccc(N(C)S(=O)(=O)c3ccc(Cl)cc3)cc2)cc1OC	-9.2	-1	-14	-2.2	-2	-2.1	-7.7	9	-4.3	-4	-3.8
Nc1ncncc1-c1ccccc1Cl	0.1	5	8	1.4	5	-1.4	-0.8	-23	-1.0	-4	3.2

The listing continues:
SMILES	hgDAF-12 ag	NPR1 activator	sPLA2-III inh	DAX1 inh-1	NPR2 activator	ssDAF-12 act	DAX1 inh-2	ADAM10 inh	hcDAF-12 act	SMARCA2 activ	FXN GAA850 act
COc1ccc([N+](=O)[O-])cc1NCC(=O)Nc1cccc(S(=O)(=O)N2CCCC2)c1	-1.1	29	-15	-1.0	31	-1.2	-0.8	12	-1.5	-4	-1.0
Cc1c(OC(C)C(=O)NCCCN2CCCC2=O)ccc2c3c(c(=O)oc12)CCCC3 (centres undefined)	-0.9	3	2	-0.1	-4	-1.8	-0.2	-327	-1.8	0	0.3
CCN(CC)C(=O)CC[C@H]1CC[C@]2(CCCN(S(=O)(=O)C3CCCCC3)C2)O1	0.7	3	3	.	7	-0.8	-1.0	3	-2.1	-2	.
O=C(NNC(=O)c1cc(-c2ccncc2)nc2ccccc12)c1cccc(Cl)c1	2.8	-26	3	-1.0	-33	2.6*	1.2	3	3.0	3	-0.5
CCOC(=O)c1ccc(CNC(=O)C2CCCCC2C(=O)OCC(F)(F)F)o1 (centres undefined)	1.2	4	4	-1.9	2	-1.2	-0.7	9	-1.2	1	1.1
O=C(O)c1ccccc1-c1ccccc1C(=O)Nc1cccc(Br)c1	5.5	-3	7	-1.4	-5	0.2	0.8	-9	2.4	-4	-0.7
COc1cccc(NC(=S)/C(=C(\[O-])c2ccc(C)c([N+](=O)[O-])c2)[n+]2ccccc2)c1	4.4	1	3	0.4	3	-0.1	-0.8	-4	0.1	-1	3.7
O=C1CCN1C1(C(=O)NC2CCCCC2)CCCC1	-0.6	4	0	0.4	1	-0.9	0.2	-4	-0.3	-1	1.1
NNC(=O)Cn1nc(-c2ccccc2)c2ccccc2c1=O	-1.6	-1	1	0.7	1	-2.0	-0.3	1	0.2	2	-0.5
Cc1ccccc1-c1cccc([C@@H]2C[C@H]3C(CN2)CON3C)c1 (some centres undefined)	2.8	1	3	-0.5	1	-1.1	-0.6	-14	-0.3	5	0.5
CCn1c(=O)c([N+](=O)[O-])c(N2CCOCC2)c2ccccc21	-1.3	0	-5	0.3	-1	-1.4	0.4	-1	-0.6	-3	0.9

Screens as filed in PubChem BioAssay.
